# MBNL1 CUG block: qHTS Assay for Inhibitors of MBNL1-poly(CUG) RNA binding. Muscleblind-like protein 1 (Homo sapiens), Q9NR56. TR-FRET MBNL1-His/biotin-(CUG)12 binding, 665/545 ratio. Potency, µM (series often up to 57.5 µM), without a hit: at the top dose activity change, negative = inhibition, hits mostly inhibitors. actives 0.036% (n = 280,000); active = well fitted inhibition curve with a large enough effect in the signal ratio, with a control signal flat, not every such curve was filed as active; inconclusive = small, poorly fitted or top-dose-only effect, or effect the other way, or a change in a side signal; inactive = no such curve, though single readings can be large or run the other way; the % refers to the signal ratio; also: potency is read from the fitted curve at half-maximal effect; % is scaled to controls: 0 for no effect and ±100 for the full control effect
# Target sequence (Q9NR56 whole entry, looked up): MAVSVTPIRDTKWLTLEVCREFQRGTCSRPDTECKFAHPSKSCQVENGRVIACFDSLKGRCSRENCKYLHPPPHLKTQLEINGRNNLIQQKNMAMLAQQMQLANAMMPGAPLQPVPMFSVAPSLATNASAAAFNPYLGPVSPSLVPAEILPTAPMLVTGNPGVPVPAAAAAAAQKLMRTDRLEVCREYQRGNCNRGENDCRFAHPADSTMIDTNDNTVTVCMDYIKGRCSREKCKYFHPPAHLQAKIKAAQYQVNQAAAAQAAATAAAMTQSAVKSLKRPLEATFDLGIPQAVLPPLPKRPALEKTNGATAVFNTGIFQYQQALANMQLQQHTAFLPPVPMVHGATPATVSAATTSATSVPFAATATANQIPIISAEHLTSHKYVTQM
#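 His-tagged MBNL1 binding to biotinylated (CUG)12 RNA was measured by TR-FRET using terbium anti-His antibody (0.055 ng/ul final) and streptavidin-XL665 (5 nM final). Compounds were titrated 92 nM to 58 uM; 60 min at room temperature.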
# Chronic BCR inh: qHTS Assay to Find Inhibitors of Chronic Active B-Cell Receptor Signaling. actives 0.05% (n = 340,000). ABC-DLBCL IkBa-CBG/CBR reporter, luminescence ratio, 4 h. Potency, µM (series often up to 46.1 µM), inactives show at the top dose ratio change, negative = lower green/red ratio, actives largely listed as inhibitors. AID 493014, 2011; active = well fitted inhibition curve with a large enough effect in the signal ratio, with a control signal flat, not every such curve was filed as active; inconclusive = small, poorly fitted or top-dose-only effect, or effect the other way, or a change in a side signal; the % refers to the signal ratio;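 also: potency is read from the fitted curve at half-maximal effect; plate controls were basal doxycycline-induced cells for no effect and cells given 10 µM MG132 for full effect; MG132 reads +100%, hits lower the ratio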
#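 Cell line TMD8 (human ABC DLBCL), stably expressing tet-inducible CBG68-IkBa fusion and CBR; IMDM/0.5% FBS; cpd up to 46 uM; dox induction, 4 h, 37C/5% CO2; dual luminescence; green/red ratio; MG132 control.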
# Eya2 inh: qHTS Assay for Inhibitors of the Phosphatase Activity of Eya2 | Potency, µM (top dose mostly 76.9 µM), for inactives: at the highest dose activity, negative = inhibition, most hits filed as inhibitors | recombinant Eya2, OMFP fluorescence dephosphorylation (OMFP is methylfluorescein phosphate) | AID 488837, 2010 | actives 0.006% (n = 330,000) | Protein phosphatase EYA2 (Homo sapiens), O00167; also: potency is read from the fitted curve at half-maximal effect; % is scaled to controls: 0 for no effect and ±100 for the full control effect
#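 Eya2 protein (added as 0.2 uM solution) was preincubated with compound for 10 min at ambient temperature in 50 mM HEPES pH 7.5, 50 mM NaCl, 5 uM MgCl2, 0.05% BSA, 1 mM DTT. OMFP (added at 50 uM) then reacted 10 min; fluorescence read at 485/525 nm.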
# Mito fusion yeast: qHTS Assay for Small Molecule Inhibitors of Mitochondrial Division or Activators of Mitochondrial Fusion; actives 0.23% (n = 320,000); S. cerevisiae fusion-defective mutant growth rescue, CellTiterGlo 48 h; Potency, µM (top dose mostly 46.1 µM), for the others: top-dose growth rescue (activation), hits mostly activators;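 also: potency is read from the fitted curve at half-maximal effect; % of control where 0% means no effect; nearly all actives have a fitted effect of over 45% in size; temperature-sensitive fusion mutants such as fzo1-1 at 37 °C on non-fermentable ethanol glycerol medium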
#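 Compounds are tested for their ability to restore growth of mitochondrial fusion-defective yeast strains at non-permissive 37C in YPEG medium over 48 hours. Viability is quantified by luciferase luminescence.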
# ASM inhibitor: Inhibitors of Secretory Acid Sphingomyelinase (S-ASM): qHTS | Potency, µM (highest dose often 57.5 µM), inactives show at the top dose activity change, negative = inhibition, usual class: inhibitors | placental ASM, HMU-PC fluorogenic substrate, 60 min | Sphingomyelin phosphodiesterase (Homo sapiens), P17405 | actives 0.006% (n = 340,000); also: potency is read from the fitted curve at half-maximal effect
#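 Fluorogenic HMU-PC substrate (9 uM final) is turned over by placental ASM in 60 min at 37 C after a 10 min compound preincubation. Reaction ended by alkaline stop (pH 10), with fluorescence read at 386/447 nm.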
# PKM2 act: qHTS Assay for Activators of Human Muscle isoform 2 Pyruvate Kinase. purified PKM2, Kinase-Glo ATP luminescence, activation; response scale: 0% is enzyme alone, no compound. actives 0.34% (n = 260,000). Potency, µM (top dose mostly 57.5 µM), for inactives: at the top dose activation, hits mostly activators; also: potency is read from the fitted curve at half-maximal effect; % is scaled to controls: 0 for no effect and ±100 for the full control effect; nearly all actives have a fitted effect of over 55% in size
# Target sequence (P14618 whole entry, looked up, canonical isoform): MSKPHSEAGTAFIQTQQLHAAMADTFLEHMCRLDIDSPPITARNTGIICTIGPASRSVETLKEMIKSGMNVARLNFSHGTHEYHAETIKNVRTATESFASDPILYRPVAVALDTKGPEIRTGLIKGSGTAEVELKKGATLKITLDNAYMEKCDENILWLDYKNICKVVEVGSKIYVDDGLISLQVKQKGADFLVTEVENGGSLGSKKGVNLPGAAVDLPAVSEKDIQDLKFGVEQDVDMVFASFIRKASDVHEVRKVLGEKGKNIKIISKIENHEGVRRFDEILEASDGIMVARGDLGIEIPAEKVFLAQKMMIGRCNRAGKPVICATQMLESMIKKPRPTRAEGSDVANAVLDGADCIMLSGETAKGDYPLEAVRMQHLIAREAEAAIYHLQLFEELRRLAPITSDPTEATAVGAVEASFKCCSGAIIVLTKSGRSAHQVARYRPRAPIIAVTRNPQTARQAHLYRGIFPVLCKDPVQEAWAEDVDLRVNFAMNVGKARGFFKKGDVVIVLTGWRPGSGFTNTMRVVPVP
#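 Purified hPK-M2 (>95% pure) converted ADP (0.1 mM final) to ATP with 0.5 mM PEP in 50 mM imidazole pH7.2, KCl, MgCl2, Tween 20, BSA; 1 h at room temperature. ATP detected by Kinase-Glo luminescence.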
# Menin MLL FP TR: qHTS Assay for Inhibitors Targeting the Menin-MLL Interaction in MLL Related Leukemias: Competition With Texas Red Labeled MLL-derived Mutant Peptide. actives 0.23% (n = 270,000). Potency, µM (top dose mostly 61.6 µM), for the others: at the top dose FP activity change, negative = inhibition, usual class: inhibitors. Menin + Texas Red MLL mutant peptide, fluorescence polarization; active = well fitted inhibition curve with a large enough effect in the polarisation, with a control signal flat, not every such curve was filed as active; inconclusive = small, poorly fitted or top-dose-only effect, or effect the other way, or a change in a side signal; inactive = no such curve, though single readings can be large or run the other way; the % refers to the polarisation; also: potency is read from the fitted curve at half-maximal effect; % of control where 0% means no effect; many of its hits are not listed in these tables
# TSHR antag: Antagonists of the Thyroid Stimulating Hormone Receptor: HTS campaign. Thyrotropin receptor (Homo sapiens), P16473. TSHR-expressing cells, TSH-stimulated cAMP HTRF, 2 h; active compounds read low. actives 0.2% (n = 330,000). activity change, negative = inhibition, % at 11.5 µM;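 active = activity change below a set negative limit, meaning inhibition stronger than a set level, cut at about -70% in these data; inconclusive = activity change between two set negative limits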; also: % is scaled to controls: 0 for no effect and ±100 for the full control effect
#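 TSHR-expressing cells, 200/well, pre-treated with compound, then stimulated with EC80 TSH (4nM final) for 2 hours at 37 deg C. cAMP measured by competitive HTRF: anti-cAMP cryptate antibody in lysis buffer plus cAMP-d2, read after 30 minutes at room temperature.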
# USP2a block: qHTS Assay for Inhibitors of Ubiquitin-specific Protease USP2a Using CHOP2 as the Reporter. USP2 core, Ub-CHOP2 coupled fluorogenic reporter, 485/531. actives 0.01% (n = 330,000). Ubiquitin carboxyl-terminal hydrolase 2 (Homo sapiens), O75604. AID 463254, 2010. Potency, µM (top dose mostly 38.3 µM), without a hit: at the top dose activity change, negative = inhibition, hits mostly inhibitors;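 also: potency is read from the fitted curve at half-maximal effect; plate controls were DMSO wells for no effect and full inhibition by NEM control for full effect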
#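 USP2 core (10nM final) preincubated 30min RT with compound in 20mM Tris-HCl pH 8.0, 2mM CaCl2, 2mM beta-mercaptoethanol, 0.05% CHAPS; 25nM Ub-CHOP2 plus 25nM reporter substrate added, fluorescence (Ex485/Em531) read after 60min.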
# GALK inh: qHTS Assay for Inhibitors of Human Galactokinase (GALK) | Purified GALK, Kinase-Glo residual ATP luminescence | Potency, µM (top dose mostly 57.5 µM), without a hit: at the top dose activity change, negative = inhibition, hits mostly inhibitors | actives 0.007% (n = 270,000) | AID 1868, 2009; also: potency is read from the fitted curve at half-maximal effect; % is scaled to controls: 0 for no effect and ±100 for the full control effect
#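 Compounds were pin-transferred into ATP buffer (35 uM final), then GALK plus galactose (5 nM, 100 uM final) was added. After 1 h at room temperature, Kinase-Glo Plus was added and luminescence read after 10 min.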
# hERG WT inh: qHTS for Inhibitors of KCHN2 3.1: Wildtype qHTS | U2OS, BacMam KCNH2, thallium flux FluxOr; active compounds read low | Voltage-gated inwardly rectifying potassium channel KCNH2 (Homo sapiens), Q12809 | AID 720551, 2013 | actives 0.37% (n = 340,000) | activity change, % at 1.84 µM;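 active = maximum activity change below -70%; inconclusive = maximum activity change between -70% and -50%; inactive = maximum activity change above -50%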; also: % is scaled to controls: 0 for no effect and ±100 for the full control effect
#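 U2OS cells were transduced with wild-type KCNH2 virus (2.03 x 10^8 / mL) for 4 h at room temperature, then cultured overnight at 37 C. Thallium flux was read with FluxOr dye. Rate constants were normalized to DMSO controls.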
# Starred values were filed as active, the others as inactive; u = inconclusive; x = not tested or not shown; [ ] = dose if it differs, or a comment. Unless noted, calls follow the shape of the dose curve; as a rule, active = well fitted curve in the direction sought with a large enough effect; inconclusive = small, poorly fitted or top-dose-only effect, or another doubt; inactive = no such curve, though single readings can be large; an effect the other way counts as inactive or inconclusive. Not all compounds are listed; rates above refer to the full screens.
SMILES,MBNL1 CUG block,Chronic BCR inh,Eya2 inh,Mito fusion yeast,ASM inhibitor,PKM2 act,Menin MLL FP TR,TSHR antag,USP2a block,GALK inh,hERG WT inh
COc1ccc(C)cc1NC(=O)CN(Cc1nnc(-c2ccc(Cl)cc2)o1)C1CCCC1,-10.5%,u,-5.1%,27.8%,u,-4.4%,-9.3%,-9.4,-2.1%,1.9%,-5.6
O=C(NC1CCCC1)C(c1cc2c(cc1[N+](=O)[O-])OCO2)N1CCCC1 (stereo not drawn),9.1%,-3.7%,5.8%,6.6%,-3.1%,-6.9%,-0.6%,-7.0,2.4%,-0.9%,-3.7
CCc1nnc(NC(=O)OCc2ccccc2)s1,-4.7%,u,-5.1%,-8.3%,-2.1%,-7.2%,-5.5%,-3.5,-1.1%,1.0%,7.2
Cc1ccc(C)c(C2=CSC3=NCCN23)c1,3.4%,1.2%,5.9%,-5.1%,-2.7%,0.3%,-4.1%,20.2,-0.7%,-0.6%,-3.5
COc1ccc(NC(=O)Cc2nnc(SCC(=O)c3ccc(F)cc3)n2C)cc1,2.0%,-0.1%,10.4%,0.0%,2.2%,-7.3%,3.6%,-0.9,1.4%,-4.3%,-2.0
O=C(NCCN1CCOCC1)c1ccc(N2CCCC2)c([N+](=O)[O-])c1,u,10.1%,-8.4%,-3.8%,-3.5%,-4.6%,9.6%,32.4,-3.8%,2.8%,10.7
Cc1nn(CC(=O)NCc2cccs2)c(=O)c2nn(-c3ccccc3)c(C)c12,0.0%,-0.1%,-8.7%,-10.1%,-1.2%,4.3%[0.46 µM],-17.2%,23.9,0.7%,6.5%,2.3
CN(C(=O)COc1ccc(Cl)cc1)C1(C)CCS(=O)(=O)C1 (stereo not drawn),x,-6.4%,1.1%,1.2%,-2.5%,x,x,x,2.9%,x,-3.6
CC(=O)N1N=C(c2ccccc2)CC1c1cccc([N+](=O)[O-])c1 (stereo not drawn),u,3.3%,11.8%,0.9%,0.9%,0.8%,2.4%,-8.6,-0.4%,4.4%,-4.2
COc1ccc(-c2c(C)nn3c(C)cc(C)nc23)cc1,3.1%,u,-1.4%,2.7%,19.4%,2.4%,-13.2%,-9.3,-1.7%,5.6%,-0.4
O=C(Oc1ccc2cccc(OC(=O)N3CCOCC3)c2c1)N1CCOCC1,2.0%,29.4%,5.5%,-0.7%,0.1%,0.7%,-6.6%,3.9,2.3%,-0.1%,-8.6
Cc1cc(C)n(-c2ccc(NC(=O)C3CCCCN3Cc3cccc4c3OCO4)cc2)n1 (stereo not drawn),3.2%,-19.1%,6.3%,0.3%,-0.3%,3.2%,-11.8%,-7.4,3.5%,-3.6%,6.2
COc1ccc(C(=O)N/C(=C/c2cccnc2)C(=O)N2CCOCC2)cc1OC,-7.4%,3.5%,-20.7%,0.4%,2.7%,-0.3%,x,6.2,-1.6%,-1.8%,1.8
CCOC(=O)c1sc(NC(=O)c2ccco2)nc1C,14.6%,u,2.7%,-1.2%,4.3%,-13.9%,1.2%,2.6,5.3%,-0.9%,-22.7
CCOC(=O)Cc1csc(NC(=O)CSc2nnc(-c3ccncc3)o2)n1,1.2%,-0.8%,4.8%,0.6%,-0.9%,-28.6%,9.5%,-13.1,0.1%,-2.3%,2.9
C=CCn1nnnc1SCC(=O)Nc1cccc(C(F)(F)F)c1,-3.0%,3.5%,-10.3%,0.6%,x,-3.0%,x,11.3,0.7%,-3.1%,-4.5
COc1ccc(COCC(O)CN(Cc2ccco2)Cc2ccccc2O)cc1 (stereo not drawn),x,-4.8%,-1.1%,12.9%,1.5%,-5.4%,-12.5%,3.1,2.2%,-0.3%,6.0
Cc1cc2c(OCC(O)CN3CCCCC3)cccc2[nH]1 (stereo not drawn),x,-20.7%,-4.2%,1.3%,2.8%,-0.3%,-27.0%,-3.7,-0.8%,3.8%,4.6
CCOC(=O)c1c(NC(=O)CN2CCOCC2)sc2c1CCCC2,3.6%,7.0%,-9.8%[15.4 µM],5.2%,-11.1%,-9.0%,-13.3%,-17.0,-1.5%,2.8%,3.1
O=C(COC(=O)CNC(=O)c1ccc(Cl)cc1Cl)NNC(=O)c1ccccc1,x,-0.8%,11.3%,0.9%,5.4%,x,x,-33.8,-0.8%,x,u
CCN(CC)CCCNC(=O)c1ccccc1C,-6.0%,-0.1%,-2.9%,0.5%,5.6%,-1.7%,1.0%,-6.4,1.8%,8.8%,-5.4
O=C(COC(=O)c1cc(=O)[nH]c2ccccc12)Nc1ccc(Cl)cn1,x,3.6%,3.5%,-1.2%,12.3%,x,x,-3.5,3.0%,x,-3.0
O=C(NCC(=O)N(Cc1ccc(F)cc1)C(C(=O)NCC1CCCO1)c1ccccc1)c1ccco1 (stereo not drawn),5.1%,1.0%,12.6%,-0.3%,-2.8%,x,-15.1%,-2.9,1.8%,-2.5%,3.1
O=C(Cn1nc(-c2cccc(Cl)c2)ccc1=O)NCC1COCCO1 (stereo not drawn),x,u,-15.8%,-4.0%,-0.9%,x,x,4.1,-0.3%,x,-0.9
Cc1cc(N2CCOCC2)ccc1/C=C1\NC(=O)N(Cc2ccccc2)C1=O,17.7%,2.0%,1.3%,0.0%,80.7%[activator],0.6%,u,-14.7,13.5%,-4.4%,x
# (listing goes on)
SMILES,MBNL1 CUG block,Chronic BCR inh,Eya2 inh,Mito fusion yeast,ASM inhibitor,PKM2 act,Menin MLL FP TR,TSHR antag,USP2a block,GALK inh,hERG WT inh
Cc1c(O)c(=O)ccn1Cc1ccccc1,14.0%,1.0%,5.6%,1.2%,-1.6%,1.1%,1.2%[11.7 µM],5.0,1.0%,x,9.1
CC(C)(C)C(=O)Nc1cccc(C(=O)c2cccc(NC(=O)C(C)(C)C)c2)c1,-1.9%,-1.1%,2.7%,-1.8%,0.0%,3.6%,3.2%,-1.0,4.2%,4.0%,-9.7
Cc1cc(C)cc(N2C(=O)CC(N3CCOCC3)C2=O)c1 (stereo not drawn),-5.3%,1.6%,3.2%,-19.4%,1.8%,-1.0%,-3.1%,-0.2,2.1%,2.0%,-1.7
CCOCCCNC(=O)C(c1ccccc1)N(Cc1cccs1)C(=O)c1ccccc1O (stereo not drawn),-2.5%,-5.5%,-1.6%,-7.5%,-2.6%,1.1%,-8.9%,3.5,2.7%,4.7%,-12.2
COc1cnc(-c2ccccn2)nc1Oc1cccc(C(F)(F)F)c1,-0.1%,-10.6%,1.9%,-0.3%,x,x,-29.4%,-4.9,-0.5%,-1.8%,x
Cc1ccccc1-n1ncc(C(C)NS(=O)(=O)c2ccccc2Cl)c1C (stereo not drawn),4.9%,-9.0%,-1.1%,2.0%,0.7%,x,x,-1.1,0.4%,-5.5%,15.7
CC(=O)Nc1ccc(S(=O)(=O)NNC(=O)c2cccc3ccccc23)cc1,0.1%,u,19.9%,-5.1%,-0.6%,-2.8%,2.0%,9.0,-0.4%,0.0%,2.1
COc1ccc(CCN2C(=S)N(C)C(=O)C2CC(=O)Nc2ccc(OC)cc2)cc1 (stereo not drawn),0.3%,-1.4%,3.0%,22.3%,-8.2%,6.0%,u,17.5,1.6%,0.9%,-2.7
CC(Sc1ccsc1[N+](=O)[O-])C(=O)NCc1ccco1 (stereo not drawn),u,u,6.1%,2.0%,-9.2%,12.6%,u,-5.2,3.5%,8.1%,5.9

# From PubChem BioAssay
